Compound activity as filed in PubChem BioAssay.
Mdm2 ligase inh = Mdm2 E3 ligase (human) inhibition | Q00987 | cell-based MDM2 ubiquitination luciferase reporter, 2 h; 0 = plate control, 100 = twice control, blank-subtracted | signal enhancement, % at 5 µM | actives 0.11% (n = 210,000);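 active = signal enhancement of 30% or more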;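 note: luminescence tracks abundance of the self-degrading MDM2-luciferase fusion protein; higher signal means inhibition of MDM2 E3 ligase activity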
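Assay system: stable mammalian line carrying autodegrading MDM2–luciferase fusion reporter; amount: 2000 cells seeded into each well; buffer or medium: DMEM; benchmarks: plate control and blank wells; signal: luciferase luminescence; timing: 2 h compound exposure at 37 °C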
NPY-Y1 antag = NPY-Y1 (human) receptor antagonism; actives 1% (n = 200,000); P25929; inhibition, % at 3.6 µM; HEK293-CNG Y1 cells, membrane potential fluorescence; NPY at EC95, then isoproterenol;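 active = inhibition above the campaign mean inhibition of all tested compounds plus 3 SD, cut at about 20% in these data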;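 note: 0% = DMSO wells given NPY plus isoproterenol and 100% = isoproterenol alone without NPY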
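Test system – HEK293 Y1/CNG channel cell line · Also added – NPY agonist 25 nM, then isoproterenol 1 µM plus Ro 20-1724 25 µM · Compound dosing – one concentration, 3.6 µM, in 0.4% DMSO · Schedule – compound incubation 1 h at room temperature, readout 45 min post-stimulation · Technique – fluorescence, membrane potential probe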
RBBP9 inhibitor = inhibitors of human serine hydrolase RBBP9. O75884. recombinant RBBP9, FP-Rh probe fluorescence polarization. inhibition, % at 7.94 µM. actives 0.2% (n = 220,000);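 active = inhibition above the campaign mean of all tested compounds plus 3 SD, cut at about 14% in these data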;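 note: plate controls were DMSO wells with RBBP9 for no effect and wells lacking RBBP9 protein for full effect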
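Measured by – fluorescence polarization · Test system – RBBP9 protein · Input – 2.5 µM RBBP9 dispensing solution, before mixing · Measure – percent inhibition from mP, scaled between DMSO and no-protein wells · Benchmarks – DMSO-treated enzyme wells and wells lacking RBBP9 · Times – preincubation 30 min plus labeling 45 min at 25 °C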
Runt-SMMHC FRET = inhibitors of human RUNX1 Runt domain binding to CBFb-SMMHC; actives 0.74% (n = 220,000); inhibition, % at 20 µM; Cerulean-Runt/Venus-CBFb-SMMHC FRET ratio 530/480, 1 h; AID 1434;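 active = mean inhibition across duplicate retests at 20 µM reaching about 50%, limit read from the data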;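 note: 0% = DMSO wells and 100% = wells with excess untagged CBFb-SMMHC; inhibitors lower the FRET ratio by blocking Runt binding to CBFb-SMMHC; some results filed as inactive read as strong as hits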
Target sequence (Q01196 whole entry, looked up, the tested form may be a part): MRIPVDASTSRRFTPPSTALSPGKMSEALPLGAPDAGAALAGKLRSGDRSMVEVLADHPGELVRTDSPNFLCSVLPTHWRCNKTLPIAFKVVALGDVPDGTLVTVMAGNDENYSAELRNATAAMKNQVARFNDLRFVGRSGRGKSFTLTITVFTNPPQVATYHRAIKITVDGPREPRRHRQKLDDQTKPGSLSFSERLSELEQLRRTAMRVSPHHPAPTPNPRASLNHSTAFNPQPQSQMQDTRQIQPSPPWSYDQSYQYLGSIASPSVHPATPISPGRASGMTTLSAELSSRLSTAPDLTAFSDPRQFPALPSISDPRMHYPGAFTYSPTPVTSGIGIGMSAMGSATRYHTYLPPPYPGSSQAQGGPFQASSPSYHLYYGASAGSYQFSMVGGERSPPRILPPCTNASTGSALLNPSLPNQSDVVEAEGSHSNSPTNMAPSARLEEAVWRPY
Target sequence (Q13951 whole entry, looked up, the tested form may be a part): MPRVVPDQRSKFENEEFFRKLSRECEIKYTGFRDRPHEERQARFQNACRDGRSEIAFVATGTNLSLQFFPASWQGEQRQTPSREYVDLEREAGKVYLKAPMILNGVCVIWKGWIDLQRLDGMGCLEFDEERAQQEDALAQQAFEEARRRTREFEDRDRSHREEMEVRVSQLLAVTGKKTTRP
Runt-CBFb FRET = blocks binding of human RUNX1 Runt domain to CBFb. inhibition, % at 20 µM. actives 0.46% (n = 220,000). Cerulean-Runt/Venus-CBFb FRET ratio 530/480, 1 h;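 active = inhibition over about 50% at 20 µM in the single-dose screen, limit read from the data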;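 note: 0% = DMSO wells and 100% = excess unlabeled CBFb competitor control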
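Measured by: fluorescence energy transfer, 422 nm excitation, 530/480 nm emission; Assay system: Cerulean-Runt domain; Medium: Tris pH 7.5 buffer with BSA; Measure: loss of energy transfer signal; Controls: 5 µM unlabeled CBFb as full-inhibition high control; Incubation: protein complex preformed 1 h, compound exposure 1 h, room temperature, dark.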
NPY-Y2 PAM-ag = potentiates or activates human NPY-Y2 receptor; actives 0.45% (n = 220,000); cells expressing NPY-Y2, potentiator/agonist read-out; AID 1359; activation, % at 3.6 µM; in the data active = activation above about 27%;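 note: cells stimulated with NPY near EC25 plus isoproterenol at EC100; 0% = vehicle plus submaximal agonist and 100% = vehicle plus saturating agonist; some results beyond the cut were filed as inactive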
Target sequence (P49146 whole entry, looked up): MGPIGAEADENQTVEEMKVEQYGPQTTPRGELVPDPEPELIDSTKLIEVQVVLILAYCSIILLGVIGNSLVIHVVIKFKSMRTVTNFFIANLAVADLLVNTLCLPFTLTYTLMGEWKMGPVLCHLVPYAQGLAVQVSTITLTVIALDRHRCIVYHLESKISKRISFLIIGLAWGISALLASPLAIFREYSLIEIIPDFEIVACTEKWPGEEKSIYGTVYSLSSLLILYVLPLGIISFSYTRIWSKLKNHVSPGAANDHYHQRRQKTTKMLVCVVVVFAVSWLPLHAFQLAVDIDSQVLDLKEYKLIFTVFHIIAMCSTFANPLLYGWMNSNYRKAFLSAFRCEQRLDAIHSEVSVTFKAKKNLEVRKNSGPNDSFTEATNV
p97 inhibitor = human p97 ATPase inhibition; recombinant p97 ATPase, Kinase-Glo ATP luminescence, 3 h; inhibition, % at 8 µM; actives 0.42% (n = 220,000); in the data active = inhibition above about 15%;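 note: 0% = DMSO vehicle and 100% = wells lacking enzyme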
NPY-Y1 PAM-ag = potentiators or agonists of human neuropeptide Y receptor Y1 | P25929 | AID 1304 | NPY-Y1 expressing cells, potentiator/agonist activation | actives 0.37% (n = 220,000) | activation, % at 3.6 µM; in the data active = activation above about 33%, passing the limit was not always enough;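 note: cells stimulated with NPY at EC10 then isoproterenol at EC100; 0% = low agonist plus stimulus and 100% = saturating agonist plus stimulus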
Hck-Nef inh = human Hck-Nef kinase inhibition; actives 0.68% (n = 220,000); AID 463187; inhibition, % at 20 µM; Recombinant Hck-YEEI plus Nef, Z-Lyte FRET kinase assay;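 active = Hck-Nef kinase inhibition above about 50%, limit read from the data; inactive = inhibition below that limit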;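 note: 0% = DMSO with Hck plus Nef and 100% = Hck alone without Nef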
* = called active by the depositor; . = not tested or not shown.

Results follow in this order: Runt-SMMHC FRET	Mdm2 ligase inh	Runt-CBFb FRET	NPY-Y2 PAM-ag	p97 inhibitor	NPY-Y1 PAM-ag	NPY-Y1 antag	RBBP9 inhibitor	Hck-Nef inh
1. CCOc1ccccc1NC(=O)Cn1c(=O)n(-c2ccc(OC)cc2OC)c(=O)c2c(C)c(C(=O)N(CC)CC)sc21
    -3	-1	-9	-7	5	5	7	-7	21
2. CCN(CC)CCCNC(=O)/C=C/C(=O)O
    -3	-13	-2	-15	8	7	.	-3	7
3. CCCOc1ccc(Cl)cc1CNc1ccccc1
    2	-14	-1	-25	-3	-5	10	0	7
4. Cc1ccc(C(C)NC(=O)C23CC4CC(CC(C4)C2)C3)cc1 (centres undefined)
    4	-13	-2	7	-3	4	-10	-11	-5
5. CCOC(=O)Nc1oc2ccccc2c(=O)c1CN1CCOCC1
    -42	-31	-3	-3	3	-15	9	-5	-1
6. CC1(C)C(C=C(Cl)Cl)C1C(=O)N(Cc1ccccc1Cl)C1CCS(=O)(=O)C1 (centres undefined)
    -6	3	-3	6	2	6	2	0	-1
7. COc1ccc(CCn2c(-c3ccc(OC)cc3)nc3c(c(=O)c4ccccc4n3C)c2=O)cc1
    -1	-2	-2	-10	0	-26	.	4	38
8. CCCCSc1nc(C)cc(SCC(=O)N/N=C/c2ccccc2)n1
    -2	9	.	-2	-5	-7	6	-12	-2
9. CC(=O)N/C(=C\c1ccccc1)C(=O)NCC(=O)O
    -1	-8	-1	7	4	-6	6	-6	0
10. COc1ccc(-n2nnnc2SCC(=O)Nc2cc(OC)c([N+](=O)[O-])cc2C)cc1
    -13	9	0	-3	1	6	-2	4	19
11. COP(C)(=O)c1c(C)nn(-c2ccccc2)c1C (centres undefined)
    -1	-13	0	8	4	-20	7	-6	1
12. CC1C2(C)OC(=N)C(C#N)(C(C)O2)C1(C#N)C#N (centres undefined)
    52*	-10	101*	1	2	6	.	-2	11
13. O=C(COC(=O)c1cc(S(=O)(=O)N2CCOCC2)ccc1F)c1ccc[nH]1
    -2	-2	-1	7	2	25	0	-7	-2
14. COc1ccc(/C=C2/SC(=O)N(CC(=O)NCCC(C)C)C2=O)cc1OC
    33	14	19	-6	2	-2	1	-4	26
15. CCOC(=O)CNC(=O)CSc1nnc(-c2cccc(C)c2)n1-c1ccc(OC)cc1
    4	-4	-1	19	-3	16	-7	-2	-1
16. O=C(O)c1ccccc1NC(=O)N1CCOCC1
    0	-17	-1	5	-1	-5	4	-6	-10
17. CC(C)C1N=C2c3ccccc3N=C(SCC(=O)c3ccc(O)c(O)c3)N2C1=O (centres undefined)
    1	-4	1	0	2	-5	-4	-2	2
18. Cc1ccc(C(=O)c2coc3ccc(OCC(=O)O)cc23)cc1
    -2	0	-2	-6	-1	-38	5	-1	-26
19. Cn1c(SCC(=O)N2CCCc3ccccc32)nc2ccccc2c1=O
    2	-10	-2	-10	-6	-15	0	-9	6
20. C#CC(CC)(CC)NC(=O)c1ccc(Br)s1
    -1	-19	2	-14	-3	10	3	5	-1
21. O=C(C1CCCCC1)N1CCN(S(=O)(=O)c2ccc(Cl)cc2)CC1
    -2	7	0	-7	1	-7	-6	-12	0
22. COc1cc2c(cc1/C=C/C(=O)O)OC(C)C2 (centres undefined)
    4	-21	3	-15	2	-15	6	-7	21
23. CCCC(=O)Nc1ccc(C(=O)NNC(=O)c2cccc([N+](=O)[O-])c2)cc1
    3	-1	1	0	5	5	5	-2	18
24. Cc1cc(C)nc(NC(=O)c2csnn2)c1
    -1	-7	2	-1	5	8	6	-4	2
25. Cc1c(F)cccc1NS(=O)(=O)c1ccc(OCCNS(C)(=O)=O)cc1
    1	-11	-1	-7	0	27	5	1	-2
26. Cc1ccc(NC(=S)N(CCN(C)C)C(C)c2ccco2)c(C)c1 (centres undefined)
    2	.	1	-4	-1	-7	.	-3	21
27. COC(=O)Cc1cc(=O)[nH]c(/N=C(/NC(=O)c2ccccc2)Nc2ccccc2C)n1
    .	.	.	6	3	17	1	5	2
28. COc1ccc(C(O)(C(=O)NNc2ccc(C)cc2)c2cccs2)cc1 (centres undefined)
    0	-2	1	6	3	7	0	4	-2
29. O=C(CSC1=NS(=O)(=O)c2ccccc21)Nc1ccccc1
    4	-8	12	18	2	12	-5	-8	10
30. CCOC(=O)N1CCN(C(=O)c2ccc3c(=O)n(CCc4ccccc4)c(=O)[nH]c3c2)CC1
    3	2	-1	-12	2	35	0	-1	-1

Just RBBP9 inhibitor, NPY-Y2 PAM-ag and Runt-SMMHC FRET, for two of the compounds above:
entry	canonical_smiles	RBBP9 inhibitor	NPY-Y2 PAM-ag	Runt-SMMHC FRET
26	Cc1ccc(NC(=S)N(CCN(C)C)C(C)c2ccco2)c(C)c1 (centres undefined)	-3	-4	2
27	COC(=O)Cc1cc(=O)[nH]c(/N=C(/NC(=O)c2ccccc2)Nc2ccccc2C)n1	5	6	.

(continued)
Results follow in this order: Runt-SMMHC FRET	Mdm2 ligase inh	Runt-CBFb FRET	NPY-Y2 PAM-ag	p97 inhibitor	NPY-Y1 PAM-ag	NPY-Y1 antag	RBBP9 inhibitor	Hck-Nef inh
31. Nc1c(S(=O)(=O)c2ccccc2)csc1C(=O)O
    0	-29	0	10	1	-5	-1	-6	27
32. CCCc1n[nH]c2c1/C(=N\O)CCC2
    0	-8	2	1	3	1	-2	2	7
33. O=C(CCC(=O)Nc1ccccc1)NNC(=O)c1ccccc1Cl
    -4	-8	3	2	0	6	-2	-10	23
34. CCc1ccc(C2c3[nH]c4ccccc4c3CCN2C(=O)CN2CCN(CC)CC2)cc1 (centres undefined)
    -1	-10	0	10	0	14	7	12	0
35. CCOC(=O)c1ccc2c(c1)[nH]c(=S)n2CC
    0	0	2	-13	4	8	2	-6	19
36. CCOC(=O)N1CCN(C(=O)CSCC(=O)Nc2nc(-c3ccc(C)cc3)cs2)CC1
    -5	-10	-7	8	-2	7	-6	-4	3
37. CCOc1ccc(N2C(=O)c3cccnc3C2Nc2ccc(Cl)cc2)cc1 (centres undefined)
    -2	-17	-3	-4	0	-5	0	-3	-2
38. COc1ccc(NC(=O)CSc2nnc(Cn3cnc4ccccc43)o2)cc1
    4	-24	1	7	4	-1	2	-6	1
39. COc1ccc(CNC(=O)CCCn2nc(C)c([N+](=O)[O-])c2C)cc1OC
    -2	8	0	12	2	10	4	-14	6
40. CC(C)(C)NC(=O)NC(=O)COC(=O)c1ccc2c(c1)S(=O)(=O)N=C1CCCCCN12
    -1	-17	1	3	3	2	-2	4	2
41. CC(=O)c1ccc(NC(=O)C(=O)c2cn(CC(=O)N3CCCCC3)c3ccccc23)cc1
    -4	-13	0	7	5	4	-1	-6	1
42. NC(=O)Cc1ccc(Nc2nnc(-c3ccc(O)cc3)c3ccccc23)cc1
    -1	-10	-2	7	5	-3	-1	-1	2
43. COc1ccc2c(c1OC)CN(C)CCc1cc3c(cc1C(=O)C2)OCO3
    -4	0	2	8	4	-2	8	-5	16
44. Brc1ccccc1CN1CCC(N2CCCCC2)CC1
    -2	-6	2	-1	5	-14	1	-5	-1
45. CCC(C)NC(=O)c1cc2cc3ccc(OC)cc3nc2s1 (centres undefined)
    -4	-2	-1	10	4	3	-3	-7	0
46. Cc1cc(NC(=O)CSc2cn(C)c3ccccc23)no1
    2	-11	1	2	-2	2	-2	7	0
47. Cc1cc(NC(=O)c2ccc(-c3ccc(F)c(Cl)c3)o2)no1
    -2	-12	0	-15	-1	-19	-1	-7	-27
48. Cc1cc(C)nc(N(C#N)Cc2ccccc2C)n1
    -3	-1	4	-5	3	1	2	-6	17
49. CC(C)(C)N(NC(=O)OCc1ccccc1)C(=O)c1ccccc1
    6	-11	-3	-7	-8	-1	0	-11	-1
50. O=C(CSc1n[nH]c(-c2ccccc2Cl)n1)NCc1cccc(C(=O)O)c1
    -4	-92	-3	0	-6	-1	2	-6	11
51. Cc1cccc(C)c1OCC(=O)N1CC2(C)CC1CC(C)(C)C2 (centres undefined)
    -4	-2	-4	-1	-2	-13	9	-1	12
52. CC(=O)Nc1ccc(N=C(C2=C(O)c3ccccc3C2=O)c2ccccc2)cc1
    -4	-10	0	18	6	32	-2	-4	20
53. CNC(=S)NNC(=O)c1ccc2c(c1)OCO2
    0	-10	2	-11	2	-2	-1	-4	10
54. Cc1cc(S(=O)(=O)n2cnc3cc([N+](=O)[O-])ccc32)ccc1Cl
    -7	-11	3	-6	2	-17	13	-5	5
55. Cc1cc(=O)[nH]c(SCC(=O)NCCC2=CCCCC2)n1
    1	-13	-1	4	-3	-16	-1	2	-8
56. Cc1ccc(Cc2cnc(NC(=O)C3=NCCN3)s2)cc1
    0	-2	-1	-22	6	-15	11	-6	21
57. O=C(c1ccccc1)c1cccs1
    -4	5	3	3	5	-9	-2	5	14
58. NC(=O)c1ccc(NC(=O)c2ccccc2S(=O)(=O)c2ccccc2[N+](=O)[O-])cc1
    1	-23	-1	6	2	-19	2	6	2
59. O=C1Nc2ccc(S(=O)(=O)N3CCCCCC3)c3cccc1c23
    3	-9	2	-16	-4	3	13	-8	3
60. COc1ccc(Nc2nc(N)nc(SCc3nnc(C)s3)n2)cc1
    3	-21	0	-6	1	-14	-5	-9	2
61. Oc1c(Br)cc(C2N=C(c3ccccc3)NO2)cc1Br (centres undefined)
    -1	-4	0	-15	4	-10	8	-6	1
62. CC(C)c1nnc(N2C(=O)c3oc4ccccc4c(=O)c3C2c2ccco2)s1 (centres undefined)
    -4	3	0	14	-8	-3	-5	-12	0
63. CCOC(=O)c1c(/N=C/N(C)C)sc2c1CCC2
    0	.	-5	16	2	16	3	-2	2
64. CCOC(=O)c1nn(-c2cccc(Cl)c2)c(C)c1C(C)=O
    1	-1	1	-1	0	1	-4	9	1
65. CC1(C)Cc2cccc(OCC(=O)OCC(=O)Nc3cccc(S(N)(=O)=O)c3)c2O1
    -5	.	0	7	6	10	.	5	22
66. COC(=O)c1nnn(CC(=O)Nc2cccc(Cl)c2)c1C(=O)OC
    -3	-4	0	-21	3	8	-1	1	-19
67. O=C(COC(=O)CSc1cc(Cl)ccc1Cl)Nc1ncc(C(F)(F)F)cc1Cl
    -1	-16	-3	0	3	-6	3	-9	2
68. C/C(=N/NC(=O)C1COc2ccccc2O1)c1ccco1 (centres undefined)
    2	-5	0	4	4	-7	0	2	1
69. O=C(Cn1cnc2ccccc2c1=O)NCCC(=O)Nc1ccc2c(c1)OCO2
    1	27	2	1	4	-5	2	-6	19
70. CNn1cnc2ccsc2c1=O
    1	4	5	-5	-6	4	.	0	-13
